AI-2 QS modul = Vibrio harveyi AI-2 quorum sensing modulators, primary screen, JMH597 strain, luminescence/OD600 ratio | Vibrio harveyi JMH597 AI-2 luminescence/OD600 ratio, 9 h; active compounds read low; strain lacks LuxN and CqsS sensors; 0 = neutral-control median | activity change, % at 7.5 µM | 300,000 tested, 0.4% active; in the data active = activity change below about -75%, passing the limit was not always enough; inconclusive = no clear call, values can overlap the other calls;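 note: luminescence divided by OD600 gain over 9 h not by final OD600 alone; inactives centre near 13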
Dyrk1A ADPGlo = rat Dyrk1A kinase inhibitors, primary screen, biochemical, single point, plate reader | inhibition, % at 12.5 µM | ADP-Glo luminescence, NFATc1 peptide | AID 504441, 2011 | 310,000 tested, 0.43% active | Dual specificity tyrosine-phosphorylation-regulated kinase 1A (Rattus norvegicus), Q63470; in the data active = inhibition above about 50%;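 note: plate controls were vehicle with enzyme for no effect and no enzyme for full effect; many of its hits are not listed in these tables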
PolyA inh = polyadenylation inhibitors in yeast reporter cells, primary screen, luminescence, S. cerevisiae; S. cerevisiae SKY197-pL101 polyadenylation reporter, beta-gal luminescence; efflux-impaired pdr1/pdr3 knockout yeast; score 100 = 6 SD above DMSO; calls only at 12 µM; 300,000 tested, 0.02% active; AID 1875, 2009;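 active = lowest replicate activity score at least 50, where 100 means six control SD above control mean; inconclusive = lowest score under 50 but half or more replicates reach 50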;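 note: yeast exposed to compound for 9 h at 30 °C; higher score means more reporter readthrough which indicates perturbed polyadenylation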
HSF1 inh = HSF1 inhibitors in luciferase reporter cells, primary screen, cell-based, NIH3T3, luminescence. NIH3T3-HGL HSE-luciferase, MG132-induced, luminescence 8 h; active compounds read low. activity change, negative = inhibition, % at 7.5 µM (by protocol). 300,000 tested, 0.77% active. AID 2098, 2009;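 active = more than half of replicate wells show activity change below -50%, luminescence cut by over half; inconclusive = some wells, but at most half, below -50%; inactive = no replicate well below -50%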;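 note: luciferase reports HSF-1 transcriptional activity via heat shock element; 0% = median of DMSO wells and -100% = zero luminescence signal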
HDAC3 inh = HDAC3 deacetylase inhibitors, primary screen, biochemical, fluorescence, cell-free homogeneous; inhibition, % at 8.3 µM; recombinant HDAC3, fluorogenic peptide/trypsin coupled; Histone deacetylase 3 (Homo sapiens), O15379; 320,000 tested, 0.15% active; in the data active = inhibition above about 26%, passing the limit was not always enough; inconclusive = no clear call, values can overlap the other calls
Target sequence (O15379 whole entry, looked up): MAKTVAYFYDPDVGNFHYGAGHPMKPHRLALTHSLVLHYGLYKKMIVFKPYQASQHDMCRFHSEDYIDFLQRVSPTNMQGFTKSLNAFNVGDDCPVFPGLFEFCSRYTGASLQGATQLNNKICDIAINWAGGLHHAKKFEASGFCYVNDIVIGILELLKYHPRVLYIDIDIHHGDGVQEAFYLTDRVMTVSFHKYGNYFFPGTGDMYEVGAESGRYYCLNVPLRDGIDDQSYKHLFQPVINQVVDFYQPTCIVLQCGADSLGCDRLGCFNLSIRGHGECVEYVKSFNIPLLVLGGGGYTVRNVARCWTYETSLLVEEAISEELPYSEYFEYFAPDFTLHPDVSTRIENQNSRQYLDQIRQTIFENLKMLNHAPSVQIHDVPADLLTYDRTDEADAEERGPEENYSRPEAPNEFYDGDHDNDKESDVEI
GSK3beta inhib = human GSK3beta kinase inhibitors, primary screen, biochemical, cell-free homogeneous, HTS; GST-GSK3beta kinase, ADP-Glo luminescence, 60 min; active compounds read low; AID 2097, 2009; Glycogen synthase kinase-3 beta (Homo sapiens), P49841; activity score (negative = inhibition), % at 10 µM; 300,000 tested, 0.038% active;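 active = more than half of replicate wells score below -50%, meaning over 50% inhibition versus plate controls; inconclusive = some replicates but at most half score below -50%; inactive = no replicate scores below -50%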;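 note: 0% = median DMSO wells and -100% = median GW8510 positive control wells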
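Assay system: GST-fused GSK3beta enzyme, cell-free / Medium: Tris pH 7.5 buffer with MgCl2, DTT, BSA, heparin / Also added: peptide substrate plus 25 µM ATP (final) / Compound: 10 µM single point / Timing: kinase reaction with compound 60 min at room temperature / Detection: ADP-Glo luminescence / Benchmarks: DMSO neutral wells and GW8510 at 20 µM as positive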
GSK3 alpha inh = blockers of GSK3A enzyme activity – biochemical, luminescence, cell-free homogeneous, HTS, primary screen. Glycogen synthase kinase-3 alpha (Homo sapiens), P49840. GSK-3 alpha kinase, ADP-Glo luminescence, 60 min. inhibition, % at 10 µM. 320,000 tested, 0.1% active. AID 2650, 2010;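 in the data active = inhibition above about 50%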;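 note: GST-tagged GSK-3 alpha with peptide substrate and 25 µM ATP; 0% = DMSO neutral wells and 100% = GW8510 positive control wells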
Target sequence (P49840 whole entry, looked up): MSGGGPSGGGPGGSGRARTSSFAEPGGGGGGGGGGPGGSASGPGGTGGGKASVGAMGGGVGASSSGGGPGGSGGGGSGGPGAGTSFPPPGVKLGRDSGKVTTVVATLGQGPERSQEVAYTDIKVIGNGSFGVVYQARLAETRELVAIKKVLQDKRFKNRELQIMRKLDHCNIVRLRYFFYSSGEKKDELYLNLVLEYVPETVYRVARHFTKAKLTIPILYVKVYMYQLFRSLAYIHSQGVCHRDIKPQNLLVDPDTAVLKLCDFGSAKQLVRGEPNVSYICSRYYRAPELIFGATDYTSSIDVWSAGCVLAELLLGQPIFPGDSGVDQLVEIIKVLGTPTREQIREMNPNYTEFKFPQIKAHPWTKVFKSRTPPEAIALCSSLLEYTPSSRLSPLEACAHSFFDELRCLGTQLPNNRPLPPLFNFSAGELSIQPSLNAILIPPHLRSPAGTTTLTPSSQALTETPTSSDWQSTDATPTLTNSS
Platelet DG rel = inhibitors of platelet dense granule secretion, primary screen, cell-based, MLPCN, human platelets. inhibition, %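 (compounds screened at 7.5 µM in platelet-rich plasma)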. AID 1663, 2009. 300,000 tested, 0.22% active. human platelet-rich plasma, SFLLRN dense granule ATP release, luminescence;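 active = mean replicate score, as percent of positive control, at or above 50; inconclusive = mean below 50 but at least one replicate at or above 50; inactive = mean and every replicate below 50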
HSF-1 act = HSF-1 activators, primary screen, NIH3T3-HGL cells, MG132 stress, luminescence, single point; NIH3T3-HGL HSF-1 luciferase reporter, 8 h; 100% = twice DMSO control signal; activation, % at 9 µM; 300,000 tested, 1.7% active; AID 504408, 2011;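 active = mean replicate activation of at least 50% with a set share of replicates each reaching 50%; inconclusive = only one of those two conditions met; inactive = mean below 50% and too few replicates reaching it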;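 note: 0% = median of the neutral control wells and 100% = twice that signal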
HSP90 refold inh = HSP90 inhibitors, primary screen, cell lysate, luminescence | Rabbit reticulocyte lysate, luciferase refolding luminescence, 3 h | 290,000 tested, 0.91% active | inhibition, % at 5.6 µM;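 active = inhibition above the screen-wide mean plus 3 SD, computed separately per campaign, cut at about 16% in these data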;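 note: 0% = DMSO wells and 100% = 60 µM geldanamycin wells; inhibitors lower the luminescence because luciferase stays unfolded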
An asterisk follows results filed as active; i = inactive; ? = inconclusive; / = not tested or not shown. Some of the compounds tested; count on the stated rates, not on these rows.

SMILES	AI-2 QS modul	Dyrk1A ADPGlo	PolyA inh	HSF1 inh	HDAC3 inh	GSK3beta inhib	GSK3 alpha inh	Platelet DG rel	HSF-1 act	HSP90 refold inh
Cc1[nH]n(-c2ccccc2)c(=O)c1/C=N/c1ccccn1	34	1	i	-5	21	1	2	3	6	3
COc1ccc2c(c1)c(=O)oc1cc(OCC(=O)NCC3CCC(C(=O)O)CC3)ccc12 (stereo not drawn)	25	14	i	-5	-119	-1	0	0	9	-2
CCOC(=O)C1=C(C)N(CCCC(=O)O)C(=O)NC1c1ccccc1OS(=O)(=O)c1ccccc1[N+](=O)[O-] (stereo not drawn)	30	7	i	-3	5	2	/	-2	3	/
COC(=O)c1cc2n(n1)CCN(Cc1ccc(F)cc1)C2=O	2	2	i	0	6	-1	3	?	9	-1
O=C(NC(=S)NN1CCCCC1c1cccnc1)c1ccc(Br)cc1 (stereo not drawn)	16	/	i	-2	-1	1	-2	-2	0	-3
CCOC(=O)C1(C)NC(c2ccc(OC)cc2OC)C2C(=O)N(CC)C(=O)C21 (stereo not drawn)	-4	0	/	2	-9	2	-1	-12	12	-1
CCN(CC)S(=O)(=O)c1ccc(N2CCOCC2)c(NC(=O)c2cccc3c(=O)c(C)c(-c4ccccc4)oc23)c1	13	2	i	4	12	-2	0	-2	-11	/
Cc1ccccc1OCC(O)Cn1c(N2CCCCC2)nc2c1c(=O)[nH]c(=O)n2C (stereo not drawn)	14	-2	i	0	-3	1	1	-1	-5	-3
COc1ccc(CC(=O)NCC(=O)N/N=C/c2sccc2C)cc1	-34	-1	i	-2	8	2	0	-8	1	0
Cc1onc(-c2ccccc2)c1C(=O)Nc1nnc(C(C)(C)C)s1	/	4	i	-7	7	/	-2	-1	-1	2
C/C(=N/NS(=O)(=O)c1ccc(F)cc1)c1ccc(NC(=O)c2ccc(C)o2)cc1	18	-4	i	-20	5	2	-2	8	-39	1
CC(=O)OC(C(=O)NCCN1CCOCC1)c1c(F)cccc1F (stereo not drawn)	27	-4	i	-8	2	-3	-2	-4	7	3
O=C(NCc1n[nH]c(=S)n1-c1ccc(Br)cc1)c1ccc(S(=O)(=O)N2CCOCC2)cc1	19	0	i	-9	5	1	-1	-1	2	5
COC(=O)c1cc(OC)c(OC)cc1NCC(=O)Nc1cccc(C(F)(F)F)c1	-6	2	i	14	0	-1	2	7	7	-4
Cc1ccccc1C(=O)c1cccn1CC(=O)NCC1CCCO1 (stereo not drawn)	5	12	i	-4	-12	-7	-3	7	-6	3
CC1CCN(CCCNC(=O)C2CCC(CNS(=O)(=O)c3ccccc3)CC2)CC1 (stereo not drawn)	31	-6	i	0	-1	5	-1	-2	0	-5
Cc1ccn2c(Nc3ccccc3C)c(-c3cccnc3)nc2c1	10	-7	i	6	3	-4	0	-12	20	-1
COc1ccccc1Cn1c(=S)[nH]c2ccccc2c1=O	-9	-3	i	2	-2	0	-2	-4	-6	3
Cc1cccc(NC(=O)C23CCC(C)(/C(=N/O)C2)C3(C)C)c1 (stereo not drawn)	14	2	i	4	2	3	2	8	-7	0
Cc1ccccc1N/C(SCc1ccc(Cl)cc1)=C(/C#N)C(N)=O	-6	8	i	23	15	0	0	18	32	-1
COc1ccc(/C=N/NC(=O)c2ccc(CN3c4cccc5cccc(c45)S3(=O)=O)cc2)cc1	25	-1	i	-4	-5	-6	-1	5	1	-3
Cn1nc(OC(=O)Nc2ccc(F)cc2)cc1C(F)(F)F	4	-5	i	1	3	0	1	1	10	1
COc1cc2ccccc2cc1C(=O)Nc1nnc(-c2ccncc2)o1	21	2	i	0	-1	1	2	11	12	2
Cc1nc(CN(C)Cc2nc(Cc3ccccc3Cl)no2)cs1	13	15	i	/	-1	-1	-3	-4	/	2
CCC1Oc2ccc(C)cc2N(CC(=O)N(Cc2ccc(C)o2)C2CCCC2)C1=O (stereo not drawn)	9	-1	i	-16	6	0	-1	-2	-17	1

Following part:
SMILES	AI-2 QS modul	Dyrk1A ADPGlo	PolyA inh	HSF1 inh	HDAC3 inh	GSK3beta inhib	GSK3 alpha inh	Platelet DG rel	HSF-1 act	HSP90 refold inh
CCN(CC)C(=O)C1=C(C)Nc2nnnn2C1c1cccnc1 (stereo not drawn)	11	-9	i	2	1	3	-1	0	4	-1
CS(=O)(=O)N1CCN(c2nnc(-c3ccccc3)c3ccccc23)CC1	11	-7	i	-10	3	-2	-1	3	20	5
CCCCC(=O)NC(Nc1sc2c(c1C(N)=O)CCCC2)(C(=O)OCC)C(F)(F)F (stereo not drawn)	19	-3	i	0	1	2	0	-15	5	-1
CCC1CCCCN1C(=S)Nc1ccc(OC(F)F)cc1 (stereo not drawn)	15	-9	i	-12	6	3	0	-3	3	3
CC1CCCC(NC(=O)CNC(=O)c2cccs2)C1C (stereo not drawn)	17	0	i	2	7	0	1	0	1	/
Cc1cccc(NCC(=O)N/N=C\c2ccc[nH]2)c1	24	/	i	-4	5	3	-1	24	-4	2
CCCc1nnc(NC(=O)CCC(=O)NCCc2ccc(Cl)cc2)s1	23	1	i	-1	0	-1	1	-5	-13	-6
COc1ccc(C(=O)Oc2cc(C)[nH]c(=O)c2[N+](=O)[O-])cc1	7	-1	i	-2	3	3	-2	7	2	-2
Cc1cc(C(C)(C)C)cc(S(=O)(=O)Nc2cccc(C(=O)O)c2)c1C	12	3	i	-3	-1	1	/	14	-4	0
CCCCOC(=O)n1ccc(C(=O)Nc2ccccc2OC)n1	-2	6	i	-1	10	-7	29	-3	5	-1
Cc1ccccc1NC(=S)N1CCCCCC1	22	-9	/	/	-4	3	/	/	/	-4
CC(C)(C)C1CCc2onc(C(=O)Nc3cccc(O)c3)c2C1 (stereo not drawn)	24	-4	i	-4	6	3	-1	20	18	0
CCOC(=O)c1cnc(SCc2nc(N)nc(Nc3ccc(C)cc3)n2)nc1N	5	-6	i	0	19	8	1	1	8	3
Cc1ccc2[nH]cc(S(=O)(=O)c3ccc(F)cc3)c(=O)c2c1	15	-1	i	2	-2	2	0	2	5	2
O=[N+]([O-])c1ccc(NC(=S)N2CCOCC2)cc1	19	4	i	-1	3	1	-1	1	3	1
O=C(Nc1ccn(-c2ccccc2)n1)c1ccc(Cl)cc1	17	-1	i	11	5	1	1	13	34	-6
COc1cc(NS(=O)(=O)c2ccc(NC(=O)Cc3ccccc3)cc2)nc(OC)n1	7	-1	i	1	4	2	-3	4	-3	-2
COc1ccc(CNC(=O)CSc2nc3cccnc3s2)cc1	18	/	i	-1	-3	-2	1	-4	16	0
COc1ccc(N2CC(C(=O)OCC(=O)Nc3cc(C)on3)CC2=O)cc1 (stereo not drawn)	24	1	i	2	-8	0	-1	5	20	-2
COc1cc2c(cc1OC)C(COc1ccccc1OC)N(C(=O)C(C)(C)C)CC2 (stereo not drawn)	26	-1	i	2	-1	0	-3	/	-12	1
COc1ccc(N(CC(=O)Nc2ccc(C)cc2C)S(=O)(=O)c2ccccc2[N+](=O)[O-])c(OC)c1	20	-2	i	11	10	3	0	5	9	5
CCOc1ccc(Nc2nc(N3CCCC3)nc(N3CCN(c4ccc(OC)cc4)CC3)n2)cc1	25	-8	i	-4	3	0	0	3	1	4
O=C(CCn1nc(-c2ccc(Cl)cc2)c2ccccc2c1=O)NN1CCOCC1	17	/	i	5	-5	2	1	8	9	1
CC(C)(C)c1ccc(S(=O)(=O)N2CC(C(=O)O)Oc3ccc(Cl)cc32)cc1 (stereo not drawn)	-33	0	i	3	0	4	-6	-2	6	-8
O=C(c1cccc(S(=O)(=O)N2CCCCC2)c1)N1CCc2ccccc21	8	2	i	-8	6	-1	0	18	0	-1

Following part:
SMILES	AI-2 QS modul	Dyrk1A ADPGlo	PolyA inh	HSF1 inh	HDAC3 inh	GSK3beta inhib	GSK3 alpha inh	Platelet DG rel	HSF-1 act	HSP90 refold inh
COc1cc(OC)cc(C(=O)OCC(=O)Nc2cccc(C(C)=O)c2)c1	19	-6	i	-1	-1	2	-4	-2	8	-1
CCOc1ccccc1CN1CCC(O)CC1	10	-2	i	-18	-4	4	-2	-3	-27	0
CCOc1cc(C(=O)Nc2ccc3c4c(cccc24)C(=O)N3CC)cc(OCC)c1OCC	32	1	i	19	-1	5	-3	0	?	3
CCc1ccc(-c2cc(C)no2)cc1S(=O)(=O)NCCCN1CCN(c2ccccc2)CC1	1	/	i	3	0	0	-1	3	17	0
COC(=O)c1cccc(N(CC(=O)NCC2CCCO2)C(=O)CCC(=O)Nc2cc(C)on2)c1 (stereo not drawn)	28	1	i	-6	0	2	-1	0	29	0
O=C(NCCCN1CCOCC1)c1cccc(S(=O)(=O)N2CCN(c3ccccc3)CC2)c1	14	2	i	0	-2	3	0	-6	-5	/
COc1ccc(NC(=O)N(Cc2ccc3c(c2)OCO3)C2CC(=O)N(c3ccc(OC)cc3)C2=O)cc1 (stereo not drawn)	39	1	i	-1	/	0	/	3	-17	0
COc1cccc(C(=O)Nc2ccccc2OC(F)(F)F)c1	18	1	i	-8	5	5	-1	-9	-26	3
COc1ccc(CNC(=O)C2=CC(c3ccc(C)cc3)=NS(=O)(=O)N2C)cc1	9	-1	i	-2	-3	3	-1	-3	13	-3
COc1cccc(-c2cc(-c3cccnc3)nc(N)c2C#N)c1	-2	-4	i	2	-63	0	-3	1	14	-6
COc1ccccc1OCc1nc(C#N)c(NCCCn2ccnc2)o1	6	-4	i	-7	0	1	-9	-5	-12	3
Cc1cc2nccc(-c3ccc(F)cc3)n2n1	13	-3	i	-3	0	4	1	-2	-6	-1
CC1CCN(S(=O)(=O)c2cc(C(=O)N3CCN(c4ncccn4)CC3)ccc2Br)CC1	22	13	i	0	-9	0	-1	-15	-11	5
O=[N+]([O-])c1ccc(Cl)cc1CN1CCCCCC1	/	0	i	2	-7	/	-2	4	-1	-3
CN(C)Cc1ccccc1Sc1cccc2ccccc12	27	1	i	-5	2	-1	-1	-11	-13	2
COCc1cc(CNC(=O)C2CCC(=O)N(Cc3ccccc3F)C2)[nH]n1 (stereo not drawn)	13	-3	i	-1	-1	2	-2	-9	-4	-3
O=C(CN1CCCCC1)Nc1ccc(S(=O)(=O)NC2CCCCC2)cc1	13	3	i	-1	0	-2	-3	0	-16	4
